From PubChem
KB-V1 MDR tox: KB-V1 MDR subline cytotoxicity | KB-V1 MDR cells viability, CellTiter-Glo, 72 h | Potency, µM (top dose mostly 46.1 µM), for inactives: at the highest dose activity change, negative = cytotoxicity, hits mostly cytotoxic | 3.4% of 400,000 active; note: potency is the fitted concentration of half-maximal effect; % is set by controls: 0 for no effect and ±100 for the full control effect; nearly all actives have a fitted effect of over 60% in size
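Luminescent ATP read-out (CellTiter-Glo, 10 min) measures survival of drug-selected KB-V1 MDR cells after 72 h, 37 degrees C compound exposure. Medium: phenol-red-free DMEM, 10% FBS. Values from fitted concentration-response curves.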
HT1080 IDH1KD tx: kills HT-1080 cells with IDH1 knockdown; 2% of 360,000 active; Potency, µM (titrated, usually from 46.1 µM), inactives show at the highest dose activity, negative = toxicity, usual class: cytotoxic; AID 686971; HT-1080 IDH1 knockdown viability, ATP luminescence, 48 h;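 note: potency is the fitted concentration of half-maximal effect; 0% = DMSO wells and -100% = cell-free medium wells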
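Assay cells: HT-1080 with IDH1 knockdown, 750 per well, RPMI/5% FBS. Exposure: 48 h at 37 °C following 2 h pre-incubation. Read: CellTiter-Glo luminescence; fitted concentration-response, curve class assigned.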
WRN inhibitor: inhibitors of human WRN helicase; WRN helicase unwinding, fluorescent forked duplex, kinetic; Q14191; Potency, µM (doses to about 114 µM), for the others: at the highest dose activity change, negative = inhibition, hits mostly inhibitors; 0.46% of 360,000 active; note: potency is the fitted concentration of half-maximal effect; % is set by controls: 0 for no effect and ±100 for the full control effect; nearly all actives have a fitted effect of over 55% in size
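Enzyme (20 nM final) and test compound sit together 15 min at room temperature before substrate addition. Substrate is a single-forked duplex oligonucleotide (100 nM) labelled with fluorophore and quencher, with 2 mM ATP; helicase unwinding raises red fluorescence, read kinetically.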
SW480 rereplic: DNA re-replication induction in SW480 cells; SW480 DNA re-replication, Hoechst DNA content imaging, 48 h; AID 624297; Potency, µM (top dose mostly 46.1 µM), without a hit: top-dose re-replication activation, actives largely listed as activators; 1.8% of 340,000 active; note: potency is the fitted concentration of half-maximal effect; % of control where 0% means no effect; nearly all actives have a fitted effect of over 55% in size
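Compounds, transferred as 23 nL by pin tool, were incubated with cells for 48 hr; DNA content per nucleus was then quantified by Hoechst staining and fluorescence plate imaging.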
HT1080NT lethal: kills 2HG-producing HT-1080-NT fibrosarcoma cells | HT-1080-NT fibrosarcoma viability, CellTiter-Glo ATP luminescence, 48 h | Potency, µM (top dose mostly 46.1 µM), without a hit: at the highest dose activity, negative = less viability, usual class: cytotoxic | 1.6% of 360,000 active | AID 686970;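 note: NT is the 2HG producing partner of a matched IDH1 knockdown line; potency is the fitted concentration of half-maximal effect; 0% = DMSO-treated cells and -100% = media-only wells without cells; nearly all actives have a fitted effect of over 55% in size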
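Read-out is CellTiter-Glo luminescence after 10 minutes at room temperature, following 48 hours' compound treatment of HT-1080-NT cells (750 cells/well, RPMI, 5% FBS, 37 degrees C).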
IL-1B inflam inh: blocks inflammasome-driven IL-1 beta release. activity change, % at 57.5 µM. THP-1 LPS/ATP IL-1B secretion, AlphaLISA, 16 h; hits give low values. 4.7% of 360,000 active; in the data active = activity change below about -50%; inconclusive = mostly about -30% to -49%; note: % is set by controls: 0 for no effect and ±100 for the full control effect
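Secreted IL-1B measured by AlphaLISA bead assay after 16 h compound exposure of THP-1 cells; compounds (final up to 57.5 uM) added 1 h before LPS (250 ng/mL) and ATP (1.25 mM) stimulation; lower signal means less secretion.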
KB-3-1 tox: kills parental KB-3-1 adenocarcinoma cells; 1.4% of 400,000 active; AID 1347075; KB-3-1 viability, CellTiter-Glo ATP luminescence, 72 h; Potency, µM (highest dose often 46.1 µM), for inactives: at the highest dose activity change, negative = cytotoxic, most hits filed as cytotoxic; note: potency is the fitted concentration of half-maximal effect; % is set by controls: 0 for no effect and ±100 for the full control effect; nearly all actives have a fitted effect of over 60% in size
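Viability of parental KB-3-1 cells, measured by CellTiter-Glo luminescence, followed a 72 h incubation at 37 °C with pinned compounds in phenol-red-free DMEM containing 10% FBS.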
MCF10A rerep: DNA re-replication induction in MCF 10a cells; MCF 10A DNA re-replication, Hoechst nuclear intensity, 48 h; Potency, µM (doses to about 46.1 µM), inactives show top-dose activity, positive = re-replication, usual class: activators; 2.9% of 350,000 active; AID 624296; note: potency is the fitted concentration of half-maximal effect; % of control where 0% means no effect; nearly all actives have a fitted effect of over 50% in size
ATXN2 expr inh: ATXN2 expression inhibition; HEK-293 ATXN2-luciferase reporter, luminescence, 24 h; Potency, µM (highest dose often 57 µM), for inactives: at the top dose activity change, negative = inhibition, usual class: inhibitors; 0.72% of 360,000 active; note: potency is the fitted concentration of half-maximal effect; % is set by controls: 0 for no effect and ±100 for the full control effect; nearly all actives have a fitted effect of over 55% in size
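ATXN2-luciferase reporter cells (luciferase flanked by upstream and downstream ATXN2 gene portions) were treated 24 h at 37 °C with compounds at up to 57 uM. SteadyGlo luminescence gave expression; GF-AFC fluorescence gave viability.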
The depositor's hits bear a star; u = inconclusive; x = no result given; [ ] = dose if it differs, or a comment. Unless noted, calls come from the whole dose curve; as a rule, active = well fitted curve in the direction sought with a large enough effect; inconclusive = small, poorly fitted or top-dose-only effect, or another doubt; inactive = no such curve, though single readings can be large; an effect the other way counts as inactive or inconclusive.

Structure	KB-V1 MDR tox	HT1080 IDH1KD tx	WRN inhibitor	SW480 rereplic	HT1080NT lethal	IL-1B inflam inh	KB-3-1 tox	MCF10A rerep	ATXN2 expr inh
CCOC(=O)CC1C(=O)NCCN1C(=O)NC1CCCCC1 (stereo not given)	-4%	2%	1%	1%	0%	-3	0%	-1%	0%
Cc1nn(C)c(Cl)c1NC(=O)OCc1ccccc1	-5%	-3%	4%	-18%	8%	-13	-9%	1%	x
O=C(O)c1ccc(C2(c3ccc(C(=O)O)cc3)OC(=O)c3ccccc32)cc1	u	2%	4%	20%	14%	16	12%	2%	-4%
CCOC(=O)c1c(NS(C)(=O)=O)sc2c1CCC(C)C2 (stereo not given)	-21%	0%[9.24 µM]	-8%	-11%	3%	0	1%	6%	-3%
NCC(O)c1ccc(O)c(O)c1 (stereo not given)	10%	8%	-35%[57.1 µM]	-80%[inhibitor]	19%	17	0%	-16%	0%
Cc1ccc(-n2ncc3c(=O)n(CC(=O)N(C(C)C)C(C)C)cnc32)cc1	-12%	5%	-1%	-4%	5%	14	11%	-6%	x
COc1ccc(N2CCn3c2nc2c3c(=O)n(CCCc3ccccc3)c(=O)n2C)c(OC)c1	9.2µM*	-27%	-11%	0%	-22%	-22	u	10%	-15%
Cc1cccc(C)c1NC(=O)C(=O)NCCOc1ccc(Cl)cc1	-1%	-11%	-7%	0%	-13%	0	20%	12%	-19%
Cc1nc2n(n1)CC(O)CS2 (stereo not given)	-4%	5%	-8%	-4%	20%	0	4%	-4%	-5%
CN(c1ccc(OCC(=O)OCc2nnc(-c3ccccc3)o2)cc1)S(=O)(=O)c1ccc(Cl)cc1	14%	0%	-2%	-9%	8%	6	3%	-2%	1%
O=C(Nc1ccccc1N1CCOCC1)c1ccc2c(c1)OCCO2	-4%	11%	10%	-4%	22%	2	4%	29%	6%
C/C(=N\NC(=O)CCc1ccccc1)c1ccc(Br)cc1	-18%	0%	2%	u	u	-13	-4%	0%	1%
CCN(CC)C(=O)CSc1nc2cc(S(=O)(=O)N3CCOCC3)ccc2n1CC	-15%	1%	-5%	-4%	1%	0	11%	1%	-4%
COc1ccc(-c2nsc(SCC(=O)NCC3CCCO3)n2)cc1 (stereo not given)	u	2%	0%	18%	1%	24	u	1%	8%
Cc1cc(C(=O)O)c(CSc2ncn[nH]2)o1	-9%	-6%	-29%	-5%	-3%	0	-5%	2%	-4%
Cc1nc(CCNC(=O)COc2ccccc2)cs1	-3%	-2%	-3%	-2%	26%	0	13%	-1%	-2%
Cc1ncsc1CCC(=O)N1CCCC(C(=O)c2cccc(Cl)c2)C1 (stereo not given)	u	-5%	11%	-4%	-3%	-7	-10%	2%	x
CSc1ccc(C2CC(=O)Nc3c2c(=O)n(C)c(=O)n3C)cc1 (stereo not given)	6%	4%	-1%	7%	4%	17	-5%	0%	4%
COc1ccc(CC(=O)Nc2ccc(NC(=O)c3ccccc3F)cc2)cc1	10%	-10%	-11%	-67%[inhibitor]	3%	-10	5%	2%	x
O=[N+]([O-])c1cc(/C=N/OCc2c(Cl)cccc2Cl)ccc1N1CCOCC1	13µM*	1%	-1%	u	4%	u	u	u	-4%
Cc1ccc(CSc2nnc(C)c(=O)n2N)cc1	-5%	20%	4%	0%	16%	0	6%	2%	17%
c1ccc2c(c1)OCC(c1nnc3n1-c1ccccc1SC3)O2 (stereo not given)	0%	-7%	5%	1%	-12%	-4	2%	-2%	2%
CC12CCC(C(=O)NCc3ccc(Cl)cc3)(OC1=O)C2(C)C (stereo not given)	11%	-1%	8%	4%	5%	21	-17%	-1%	-8%
Cc1sc2nc(C)n(/N=C/N(C)C)c(=O)c2c1C	18%	25%	6%	15µM*	-6%	-11	9%	0%	-1%
O=C(Nc1ccc(O)c(-c2nc3ccccc3o2)c1)C1(c2ccc(Br)cc2)CCCC1	u	6%	-17%	u	10%	2	-13%	20%	-1%
COc1cc(NC(=O)COc2ccc([N+](=O)[O-])cc2)ccc1NC(=O)c1ccco1	-12%	6%	4%	x	10%	u	1%	x	x
CC(=O)Nc1sc2c(c1C(N)=O)CCCC2	-2%	14%	-4%	1%	24%	8	-1%	9%	-7%
C=CCn1c(N)cc(=O)nc1SCC(=O)N(c1ccccc1)c1ccccc1	5%	9%	-1%	u	18%	-1	7%	1%[9.22 µM]	-2%
COc1ccc(S(=O)(=O)N2CC(O)CC2C(=O)OCc2nc3sc(C)c(C)c3c(=O)[nH]2)cc1 (stereo not given)	1%	-3%	-30%[57.1 µM]	1%	0%	21	22%	14%	7%
CC(C)CCNC(=O)c1ccc2nc[nH]c2c1	-2%	12%	16%	-1%	9%	-21	-15%	6%	37%[activator]
O=C(CSCc1c(Cl)cccc1Cl)Nc1ccc2c(c1)OCO2	u	4%	-12%	-19%[9.22 µM]	-2%	-22	8%	-38%[inhibitor]	20%
O=C(O)C1CC(=O)N(Cc2cccnc2)C1 (stereo not given)	23%	21%	-9%	-5%	9%	7	-3%	-39%[inhibitor]	-1%
COc1ccc(C(=O)NCc2ccc3c(c2)cc(C)n3C)cc1	13%	13%	-4%[57.1 µM]	-3%	4%	-23	1%	-2%	-5%
CCOC(=O)c1c(N2C(=O)C3C4C=CC(O4)C3C2=O)sc2c1CCCC2 (stereo not given)	u	-16%	-22%	u	-19%	-13	13%	u	u
COc1ccccc1-c1cc(C(F)(F)F)nc(S(=O)(=O)CCCC(=O)Nc2cc(C)on2)n1	u	4.1µM*	-15%	16µM*	9.2µM*	-102*	u	21µM*	u
CC1=NNC(=O)C1CC(=O)N/N=C/C(Br)=C/c1ccccc1 (stereo not given)	5%	-2%	-7%	14%	9%	-4	0%	4%	x
CCc1nnc(SCC(=O)Nc2ccccc2)nc1CC	2%	-3%	2%	8%	12%	12	-4%	-5%	-1%
COc1ccc(CNC(=O)COC(=O)c2c(NC(C)=O)sc(C)c2C)cc1	9%	6%	-6%	x	6%	0	-3%	x	11%
CC(C)[C@H](NC(=O)c1ccco1)C(=O)OCC(=O)Nc1ccc(Cl)c(S(=O)(=O)N(C)C)c1	-1%	-2%	-1%	-2%	-4%	43	13%	-8%	4%
COCC(=O)N1CCCC(C(=O)c2ccc3c4c(cccc24)CC3)C1 (stereo not given)	u	9%	0%	4%	2%	-4	0%	4%	x
O=C1NC(=Nc2ccccc2Cl)SC1(CO)CO	u	-1%	3%	u	-2%	-22	7%	-1%	2%
COc1cccc(CN(C)C(=O)CNC(=O)c2sc3ccccc3c2Cl)c1OC	-18%	-17%	-4%	-4%	-4%	-51*	-4%	u	-13%
CCn1c(=N)c(S(=O)(=O)c2ccc(F)cc2)cc2c(=O)n3ccccc3nc21	u	-3%	15%	21µM*	-7%	-27	4%	13µM*	0%
C=CC[C@@H](CC(=O)N[C@H](CO)Cc1ccccc1)C(=O)N[C@@H](COC(=O)[C@@H](CC=C)Cc1ccc(F)cc1)Cc1ccccc1	-1%	4%	4%	-69%	0%	73	0%	u	u
COc1ccc(NC2CCCN(C(=O)CCc3ccncc3)C2)cc1OC (stereo not given)	-2%	12%	-5%	-2%	11%	31	2%	-3%	8%
O=C(COc1ncnc2c(Cl)cc(Cl)cc12)N1CCCCC1	-25%	5%	8%	-5%	-2%	-1	21%	4%	1%
CC(C)(C)C(=O)NC1CC2CCCC(C1)N2C(=O)Nc1ccc(Cl)cc1 (stereo not given)	-2%	14%	8%	3%	10%	2	0%	0%	-10%
COC(=O)CSc1nc(N2CCCCC2)c2c(c1C#N)CCCC2	-19%	-6%	-4%	3%	-10%	17	1%	0%[9.22 µM]	2%
O=C(CN1C(=O)NC2(CCCCCC2)C1=O)N1CCC(Cc2ccccc2)CC1	18µM*	-11%	5%	1%	-12%	17	u	25%	-15%
C[C@H]1CN([C@@H](C)CO)C(=O)CCCn2cc(nn2)CO[C@@H]1CN(C)C(=O)c1ccncc1	u	-2%	3%	x	-8%	3	u	x	3%

One compound at a time, from the list above. Values in the order: KB-V1 MDR tox | HT1080 IDH1KD tx | WRN inhibitor | SW480 rereplic | HT1080NT lethal | IL-1B inflam inh | KB-3-1 tox | MCF10A rerep | ATXN2 expr inh
Results for O=C(COc1ncnc2c(Cl)cc(Cl)cc12)N1CCCCC1 → -25% | 5% | 8% | -5% | -2% | -1 | 21% | 4% | 1%
Results for COc1ccc(S(=O)(=O)N2CC(O)CC2C(=O)OCc2nc3sc(C)c(C)c3c(=O)[nH]2)cc1 (stereo not given) → 1% | -3% | -30%[57.1 µM] | 1% | 0% | 21 | 22% | 14% | 7%

(next part)
Structure	KB-V1 MDR tox	HT1080 IDH1KD tx	WRN inhibitor	SW480 rereplic	HT1080NT lethal	IL-1B inflam inh	KB-3-1 tox	MCF10A rerep	ATXN2 expr inh
Cc1ccc(C)c(NC(=O)c2cc([N+](=O)[O-])cc([N+](=O)[O-])c2)c1	-2%	-7%	5%	0%	-1%	27	-7%	2%	-9%
Cc1nnc(NCc2cccc(Cl)c2)c2ccccc12	-25%	-21%	-12%	1%	-18%	-21	5%	1%	2%
Cn1c(-c2ccc(Br)cc2)cnc1NCc1ccc(C#N)cc1	6%	-3%	2%	-35%[inhibitor]	-12%	-28	u	u	-23%
Clc1ccc(-n2cnnn2)cc1	0%	-5%	-2%	0%	-3%	7	-5%	1%	0%
COc1ccc(C2=Nc3nc(-c4ccccc4)cn3C(c3ccc(OC)cc3)C2)cc1 (stereo not given)	2%	-1%	6%	16µM*	-1%	-23	3%	u	x
COc1ccc(C(=O)CCC(=O)N2CCN(c3ccc(N4CCOCC4)nn3)CC2)cc1	-8%	1%	-7%	-1%	7%	-1	6%	3%	4%
NC(=S)N/N=C1\CC(c2ccc3c(c2)OCCO3)Oc2ccc(F)cc21 (stereo not given)	5%	-24%	-5%	-4%	-3%	-11	-6%	6%	-22%
